# Source: PubChem BioAssay (National Center for Advancing Translational Sciences (NCATS))
# p53 reactivator – restores transcriptional activity of mutant p53 | hit rate 0.063% among 320,000 | H1299 p53-A138V BP100-luciferase reporter, luminescence, 24 h | AID 504706 | Potency, µM (highest dose often 92.2 µM), for the others: top-dose activity change, positive = activation, hits mostly activators; further: potency means the concentration at half of the fitted maximal effect; % of control where 0% means no effect; nearly all actives have a fitted effect of over 45% in size
#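 p53-null H1299 cells stably carrying temperature-sensitive p53-A138V and a BP100-luciferase reporter were pinned with compounds (4-point, 1:5 series) and held 24 hrs at 37 deg C. Luminescence was read 10 min after detection reagent.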
# CXXC DNA block – MLL CXXC-DNA interaction inhibition; MLL-CXXC / FITC-HOXA9 DNA fluorescence polarization; Potency, µM (titrated, usually from 115 µM), inactives show at the highest dose activity change, negative = inhibition, most hits filed as inhibitors; hit rate 0.037% among 290,000; AID 2662; active means well fitted inhibition curve with a large enough effect in the polarisation, with a control signal flat, not every such curve was filed as active; inconclusive means small, poorly fitted or top-dose-only effect, or effect the other way, or a change in a side signal; inactive means no such curve, though single readings can be large or run the other way; the % refers to the polarisation; further: potency means the concentration at half of the fitted maximal effect
#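 Purified MLL-CXXC (added from a 7 uM solution) was preincubated 5 min at ambient with pinned compounds in 50 mM Tris-HCl pH 7.5, 50 mM NaCl, 1 mM DTT, 0.05% BSA. Fluorescein-labeled HOX-A9 DNA (50 nM solution) followed, 30 min, then polarization read.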
# B2AR arrestin – beta2AR (human) beta-arrestin recruitment activity | Potency, µM (doses to about 46.1 µM), for the others: at the top dose activation, hits mostly activators | beta-arrestin recruitment to beta2AR, cell-based reporter | hit rate 0.02% among 330,000;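 further: potency means the concentration at half of the fitted maximal effect; 0% = DMSO controls and full agonism = EC100 isoproterenol or metaproterenol; nearly all actives have a fitted effect of over 65% in size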
# Target sequence (P07550 whole entry, looked up): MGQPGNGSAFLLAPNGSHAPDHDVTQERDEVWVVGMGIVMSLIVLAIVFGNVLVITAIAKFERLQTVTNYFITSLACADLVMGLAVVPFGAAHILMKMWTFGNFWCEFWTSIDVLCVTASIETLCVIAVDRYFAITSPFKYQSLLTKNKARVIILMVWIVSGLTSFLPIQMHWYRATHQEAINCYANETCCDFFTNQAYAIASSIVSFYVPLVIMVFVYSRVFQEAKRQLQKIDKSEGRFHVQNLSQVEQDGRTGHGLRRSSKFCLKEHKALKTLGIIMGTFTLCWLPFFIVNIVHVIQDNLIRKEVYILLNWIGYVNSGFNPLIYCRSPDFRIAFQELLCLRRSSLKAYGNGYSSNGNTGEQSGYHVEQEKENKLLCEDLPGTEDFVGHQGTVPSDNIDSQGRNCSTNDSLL
# a7 integrin act – activates integrin-mediated alleviation for muscular dystrophy | alpha7betagal myoblasts, beta-gal FDG fluorescence, 48 h | Potency, µM (top dose mostly 38.3 µM), inactives show top-dose activation, actives largely listed as activators | hit rate 0.064% among 350,000;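 further: potency means the concentration at half of the fitted maximal effect; 100% = response of the positive control SU9516; nearly all actives have a fitted effect of over 60% in size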
#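 alpha7betagal+/- myoblasts (passage 13, 250/well) treated 48 h at 37C with compounds at 1:260 dilution of DMSO stock. Lysed, then beta-galactosidase activity read as FDG fluorescence (ex 480/em 540) after 30 min, with pre-read for autofluorescence.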
# TCR act – T cell receptor activation. Potency, µM (titrated, usually from 9.22 µM), for inactives: at the highest dose activation of IL-2 secretion, usual class: activators. primary human leukocytes, anti-CD3, IL-2 HTRF, 48 h. 330,000 tested, under 10 active; further: % of control where 0% means no effect
#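 Using a-CD3 beads without co-stimulation, primary human leukocytes were exposed to compounds for 48 hr. An HTRF IL-2 kit measured the cytokine, with europium-to-d2 energy transfer producing emission at 665nm upon 320nm excitation.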
# TRPV1 ag – agonists of human vanilloid receptor 1 (TRPV1); Q8NER1; activation, % at 8.33 µM; hit rate 0.19% among 320,000; TRPV1-expressing cells, Fluo-8 calcium influx, agonist mode; in the data active means activation above about 80%; inconclusive means between about 30% and that limit; further: 0% is about no effect
#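 Cells expressing TRPV1 were dye-loaded with Fluo-8 and read kinetically: 10 s baseline, 3 min after compound (agonist portion), then 2 min after EC20 capsaicin (allosteric enhancer portion). Calcium-bound dye fluorescence at 480/520 nm.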
# BRCA1 expr up – increases BRCA1 expression; hit rate 1.1% among 380,000; MCF7-BRCA1-FFLuc reporter, luminescence, 48 h; response scale: scaled: vehicle 0%, 10 µM genistein 100%; Potency, µM (titrated, usually from 46.1 µM), without a hit: top-dose activation, most hits filed as activators; further: potency means the concentration at half of the fitted maximal effect; nearly all actives have a fitted effect of over 80% in size; some results filed as inactive show a strong effect at the top dose
#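 Reporter cells (MCF7, BRCA1 promoter-firefly luciferase) received library compounds across a concentration series for 48 h. End-point luminescence was measured and concentration-effect curves derived after normalization.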
# TSG101-PTAP inh – blocks PTAP/TSG101 interaction to inhibit HIV-1 budding; Q99816; Fluorescence polarization, FITC-PTAP peptide / Tsg101 binding; Potency, µM (series often up to 115 µM), without a hit: top-dose activity change, negative = inhibition, actives largely listed as inhibitors; 340,000 tested, under 10 active; AID 493005; active means well fitted inhibition curve with a large enough effect in the main read-out, with a control signal flat, not every such curve was filed as active; inconclusive means small, poorly fitted or top-dose-only effect, or effect the other way, or a change in a side signal; inactive means no such curve, though single readings can be large or run the other way; further: potency means the concentration at half of the fitted maximal effect; % of control where 0% means no effect
# Target sequence (Q99816 whole entry, looked up): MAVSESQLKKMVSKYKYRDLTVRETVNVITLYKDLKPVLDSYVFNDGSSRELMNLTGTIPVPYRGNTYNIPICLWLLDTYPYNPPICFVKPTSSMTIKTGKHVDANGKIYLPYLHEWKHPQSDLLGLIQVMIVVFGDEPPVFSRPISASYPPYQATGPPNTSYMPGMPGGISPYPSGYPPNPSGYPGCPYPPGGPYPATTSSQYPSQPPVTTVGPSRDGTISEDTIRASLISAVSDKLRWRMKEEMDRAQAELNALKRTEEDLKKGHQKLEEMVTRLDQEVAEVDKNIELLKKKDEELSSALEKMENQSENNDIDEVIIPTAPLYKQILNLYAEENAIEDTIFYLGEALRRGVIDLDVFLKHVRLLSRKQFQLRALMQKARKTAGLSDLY
#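 Compounds were pin-transferred onto Tsg101 binding domain (10 uM final) in HEPES pH 7.5 buffer, then FITC-PTAP peptide was added at 50 nM final. After 20 min at RT, polarization reported peptide displacement across a qHTS concentration series.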
# AT treatment – candidate therapy for ataxia-telangiectasia; AID 485349; hit rate 0.19% among 320,000; […] A-T fibroblasts, KAP-1 phosphorylation AlphaLISA; neocarzinostatin DNA damage 30 min before lysis; Potency, µM (top dose mostly 57.5 µM), for inactives: at the highest dose activation, hits mostly activators; further: potency means the concentration at half of the fitted maximal effect; % of control where 0% means no effect; nearly all actives have a fitted effect of over 45% in size
#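 hTERT-immortalized A-T patient fibroblasts ([…]), 500 cells/well in OPTI-MEM, 1% FBS, got compounds for 60 min, then NCS for 30 min at 37C. Lysates were then assayed for phospho-KAP-1 by AlphaLISA (anti-pKAP1 donor, anti-KAP1 acceptor beads), 6 hr at 25C.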
# ELG1 DNA repair – inhibitors of ELG1-dependent DNA repair in HEK293T cells; HEK293T ELG1-luciferase reporter, luminescence, 16 h; DNA damage induced by 5-fluorouridine; Potency, µM (titrated, usually from 46.1 µM), without a hit: at the top dose activity change, negative = inhibition, hits mostly inhibitors; hit rate 2.3% among 330,000; further: potency means the concentration at half of the fitted maximal effect; on the % scale 0 is the no-effect control and ±100 the full control effect; nearly all actives have a fitted effect of over 55% in size
#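 Quantitative HTS, concentration-response format. 2,000 cells/well co-treated with 5-fluorouridine and compound, 16 hr in 5% CO2 at 37 °C; ONE-Glo luminescence read after 30 min.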
# * hit, by the source's call; u = inconclusive; x = no result given; [ ] = dose if it differs, or a comment. Unless noted, the call rests on the fitted dose curve; in most records, active means well fitted curve in the direction sought with a large enough effect; inconclusive means small, poorly fitted or top-dose-only effect, or another doubt; inactive means no such curve, though single readings can be large; an effect the other way counts as inactive or inconclusive. Compounds were not picked by outcome; any-hit rate near 3.8%.
# A first look, 2 compounds:
SMILES,p53 reactivator,CXXC DNA block,B2AR arrestin,a7 integrin act,TCR act,TRPV1 ag,BRCA1 expr up,TSG101-PTAP inh,AT treatment,ELG1 DNA repair
NC(=O)c1ccccc1NC(=O)NC1CCCCC1,3%,-2%,0.0%,8%,4%[46.1 µM],7,8%,-5%,1%,u
Cc1ccc(S(=O)(=O)Nc2ccc(Cl)cc2C(=O)c2ccc(F)cc2)cc1,u,u,-0.3%,25%,3%[46.1 µM],5,1%,-1%,-2%,-23%

# The whole of this part, from the first entry:
SMILES,p53 reactivator,CXXC DNA block,B2AR arrestin,a7 integrin act,TCR act,TRPV1 ag,BRCA1 expr up,TSG101-PTAP inh,AT treatment,ELG1 DNA repair
NC(=O)c1ccccc1NC(=O)NC1CCCCC1,3%,-2%,0.0%,8%,4%[46.1 µM],7,8%,-5%,1%,u
Cc1ccc(S(=O)(=O)Nc2ccc(Cl)cc2C(=O)c2ccc(F)cc2)cc1,u,u,-0.3%,25%,3%[46.1 µM],5,1%,-1%,-2%,-23%
COc1ccc(Cl)cc1NC(=O)CNc1ccccc1N1CCOCC1,2%,0%,0.2%,34%,-1%,2,-3%,-7%,2%,-19%
Cc1ccc(NC(=O)c2nnn(CC(=O)Nc3ccccc3)c2N)cc1C,14%,51%[activator],0.1%,-16%,-1%,-2,-7%,0%,-5%,u
CC(=O)Nc1ccc(C(=O)Nc2ccc(S(=O)(=O)N3CCOCC3)cc2)cc1,19%,-1%,-0.2%,8%,5%,1,-20%,-5%,5%,u
COc1cccc(C(=O)Nc2nnc(S(=O)(=O)Nc3cccc(C)c3)s2)c1,x,x,-0.7%,6%,-3%,-3,4%,-4%,2%,10%
COc1ccc(S(=O)(=O)N(CCCN2CCCC2=O)Cc2cc3c(C)ccc(C)c3[nH]c2=O)cc1,-6%,2%,-0.3%,-6%,5%,7,-3%,-2%,13%,u
OCC1OC(n2ccc3c(NO)ncnc32)C(O)C1O (centres undefined),x,x,x,u,5%,x,u,-4%,x,x
N#CC1=C2N=C(N)c3ccccc3N2C2=C(C(=O)CCC2)C1c1ccc(F)cc1 (centres undefined),-7%,-1%,-0.4%,9%,-5%,3,-21%,0%,3%,0%
COc1ccc(-c2nn(-c3ccccc3)cc2C(=O)NC(=S)NNC(=O)c2ccncc2)cc1,6%,9%,-0.9%,-41%,6%,2,-49%,-5%,-2%,u
O=C(CCC(=O)OCc1ccc(C(=O)Oc2ccccc2)cc1)Nc1cccc2ccccc12,-5%,11%,-0.3%,2%,-3%,-1,0%,2%,4%,8%
NC(=O)c1c(NC(=O)Cn2nc(C(=O)O)c3ccccc3c2=O)sc2c1CCC2,2%,3%,0.4%,2%,7%,x,-20%,-2%,-4%,-5%
Cc1cc(Cl)c2oc(C(=O)NCCN3CCOC3=O)c(C)c2c1,3%,3%,0.5%,13%,-2%,5,30%,-2%,-1%,2%
O=C(c1cnn(C(=O)CN2CCCC2=O)c1)c1ccccc1O,7%,x,0.3%,0%,-30%,1,-9%,0%,-3%,-16%
CCn1c2c(c3cc(Cl)ccc31)CCCC2=O,2%,0%,-0.8%,-18%,7%,-1,4%,0%,4%,2%
O=C(Nc1c(C(=O)O)[nH]c2ccc(F)cc12)c1cccc(C(F)(F)F)c1,2%,u,-1.1%,6%,8%,-1,-6%,-7%,-3%,u
Cc1ccc(S(=O)(=O)N2CCCCC2)cc1NC(=O)c1c(-c2ccccc2)noc1C,0%,x,-0.2%,u,-7%,10,-8%,0%,2%,-9%
O=C(NC1CC1)C1=C[C@@H](C2CCCCC2)C[C@@H](OCCCCO)O1,8%,-10%,-0.2%,22%,7%,12,8%,x,9%,-6%
CCOc1ccc(-n2c(SCc3nc(-c4ccc(C)cc4)no3)nnc2-c2ccncc2)cc1,-3%,-23%,-1.1%,-40%,0%,3,-39%,-4%,x,u
COc1ccc(-c2noc(N3CCCC(C(=O)Nc4cc(F)ccc4F)C3)n2)cc1 (centres undefined),x,x,-0.8%,-5%,1%,21,74%,9%,18%,-3%
O=C(COC(=O)c1ccncc1)Nc1cc(Cl)ccc1Cl,3%,4%,0.2%,3%,-3%,0,-9%,0%,-2%,20%
O=C(NNc1ccccc1F)c1ccccc1,-3%,-5%,-0.3%,9%,-2%,2,5%,1%,x,15µM*
c1ccc(-c2noc(COc3ccc4c(c3)OCO4)n2)cc1,u,2%,-0.1%,23%,9%,2,u,1%,-3%,u
CCOc1ccc(N2CC(C(=O)Nc3ccccc3C(=O)N3CCOCC3)CC2=O)cc1 (centres undefined),2%,2%,-0.5%,0%,4%,-2,11%,-6%,-4%,u
CCOc1ccc(NC(=O)c2ccccc2OC)cc1,u,-2%,0.3%,10%,6%,u,38%,-2%,8%,u
COC(=O)[C@]1(Cc2ccccc2)N[C@H](CN(C)C(=O)Nc2ccc(C)cc2)[C@@H]2C(=O)N(C)C(=O)[C@@H]21,0%,x,-0.9%,10%,-4%,x,-3%,-6%,3%,7%
CCOC(=O)c1c(C)c(C(=O)NCc2ccc3c(c2)OCO3)c(C)n1CC,-16%,-6%,-0.4%,11%,-9%,1,-24%,3%,0%,u
COc1cc(OC)cc(-c2sc3ccc(OC)cc3c2-c2ccc(O)cc2)c1,0%,x,-1.0%,-25%,0%,x,-2%,0%,4%,u
COc1cccc(NC(=O)[C@@H](NC(=O)N2CCn3c2nc2ccccc23)C(C)C)c1,1%,1%,0.4%,-2%,11%,5,-39%,-3%,7%,3%
CC(=O)C1=C(O)C(=O)N(c2ccc(C)cc2)C1c1ccc([N+](=O)[O-])cc1 (centres undefined),-1%,6%,-1.0%,u,0%,9,32%,-10%,-1%,24%
O=S(=O)(NC1=NCCCCC1)c1ccc2sc(NS(=O)(=O)c3ccc4ccccc4c3)nc2c1,6%,-1%,-0.9%,13%,0%,0,5%,0%,-3%,-2%
Cc1ccc(NC(=O)CCc2c[nH]c3ccccc23)nc1,14%,1%,0.2%,-1%,7%,9,-3%,0%,4%,u
Cc1cc(N2CCN(C(=O)Nc3ccc(F)cc3F)CC2)c2ccccc2n1,-9%,0%,-1.5%,2%,2%,16,-7%,-4%,26%,-10%
CCCCn1c(SCn2nnc3ccccc3c2=O)nc2cc(S(N)(=O)=O)ccc21,-5%,12%,0.2%,-28%,x,0,0%,-7%,0%,u
Cc1ccccc1S(=O)(=O)Nc1nc2ccccc2nc1N1CCOCC1,-9%,16%,-0.3%,-1%,3%,1,-13%,-4%,2%,-1%
COc1cccc(NC(=O)N2CCOCC2)c1,-14%,-4%,-0.9%,17%,1%,2,-15%,-1%,1%,9%
COC(=O)[C@H](CC(C)C)NC(=O)NC1CCCCC1C (some centres undefined),-7%,-2%,-0.1%,3%,x,-3,-4%,x,5%,2%
O=C(COC(=O)c1cc([N+](=O)[O-])ccc1N1CCOCC1)NC1CCCCC1,14%,x,-0.5%,-10%,-6%,6,-4%,-3%,-10%,-2%
Cn1nc(C(C)(C)C)c([N+](=O)[O-])c1C(=O)NCCO,-3%,-5%,-0.7%,-20%,1%[46.1 µM],-4,-9%,0%,-2%,6%
CCN(CC(=O)Nc1c(F)cccc1F)C(=O)CCCOc1ccc(OC)cc1,-2%,x,0.8%,-24%,-5%,2,-6%,-4%,-4%,2%

# Six compounds from above, limited to ELG1 DNA repair.
SMILES	ELG1 DNA repair
O=S(=O)(NC1=NCCCCC1)c1ccc2sc(NS(=O)(=O)c3ccc4ccccc4c3)nc2c1	-2%
Cc1ccc(NC(=O)CCc2c[nH]c3ccccc23)nc1	u
Cc1cc(N2CCN(C(=O)Nc3ccc(F)cc3F)CC2)c2ccccc2n1	-10%
CCCCn1c(SCn2nnc3ccccc3c2=O)nc2cc(S(N)(=O)=O)ccc21	u
Cc1ccccc1S(=O)(=O)Nc1nc2ccccc2nc1N1CCOCC1	-1%
COc1cccc(NC(=O)N2CCOCC2)c1	9%
